MDM2 E3 inh – MDM2-luciferase reporter signal enhancers, primary screen, MDM2 E3 ligase inhibitor project, cell-based, luminescence, 1536-well | E3 ubiquitin-protein ligase Mdm2 (Homo sapiens), Q00987 | cell-based MDM2 ubiquitination luciferase reporter, 2 h; 0 = plate control, 100 = twice control, blank-subtracted | signal enhancement, % at 5 µM | actives 0.11% (n = 210,000);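 active = signal enhancement of 30% or more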;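 note: luminescence tracks abundance of the self-degrading MDM2-luciferase fusion protein; higher signal means inhibition of MDM2 E3 ligase activity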
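test system = mammalian cells stably expressing self-ubiquitinating, self-degrading MDM2 E3–luciferase fusion | quantity = 2000 cells/well | incubation = cell settling 4 h, compound treatment 2 h, both 37 °C | signal = luminescence with SteadyLite reagent, 15 min at room temperature | evaluation = % enhancement relative to plate controls after blank subtraction | benchmarks = plate controls and plate blanks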
FXIIa inh – human FXIIa protease inhibitors, primary screen, biochemical, 1536-well | Coagulation factor XII (Homo sapiens), P00748 | actives 0.3% (n = 220,000) | inhibition, % at 5 µM | AID 800, 2007 | purified FXIIa, Boc-QGR-AMC fluorogenic substrate, 2 h; in the data active = inhibition above about 40%;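 note: 0% = enzyme with no compound and 100% = blank without enzyme; many of its hits are not listed in these tables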
Target sequence (P00748 20-372 limits assumed): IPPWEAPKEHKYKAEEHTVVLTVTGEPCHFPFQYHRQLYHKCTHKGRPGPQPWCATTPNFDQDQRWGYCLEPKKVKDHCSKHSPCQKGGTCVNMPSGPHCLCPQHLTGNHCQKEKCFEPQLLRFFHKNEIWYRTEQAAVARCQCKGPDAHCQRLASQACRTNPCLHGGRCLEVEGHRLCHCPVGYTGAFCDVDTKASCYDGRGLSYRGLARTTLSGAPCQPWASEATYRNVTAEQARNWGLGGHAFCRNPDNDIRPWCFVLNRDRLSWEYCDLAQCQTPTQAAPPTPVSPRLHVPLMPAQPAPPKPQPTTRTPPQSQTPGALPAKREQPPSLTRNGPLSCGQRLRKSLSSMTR
Target sequence (P00748 373-615 limits assumed): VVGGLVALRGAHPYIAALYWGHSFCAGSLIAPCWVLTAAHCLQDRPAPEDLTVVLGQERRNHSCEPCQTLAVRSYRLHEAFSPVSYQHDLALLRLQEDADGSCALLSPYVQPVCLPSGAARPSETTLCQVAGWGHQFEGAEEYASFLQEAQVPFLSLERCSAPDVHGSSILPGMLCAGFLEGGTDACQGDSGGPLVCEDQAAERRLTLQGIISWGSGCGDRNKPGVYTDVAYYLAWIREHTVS
14-3-3 Bad inh – inhibitors of 14-3-3 zeta/Bad binding, primary screen, biochemical, TR-FRET, bovine 14-3-3 zeta; AID 781, 2007; 14-3-3 protein zeta/delta (Bos taurus), P63103; actives 0.71% (n = 220,000); TR-FRET 14-3-3zeta/Dy647-pBad peptide displacement, 1 h; inhibition, % at 21.7 µM;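 active = inhibition above about 70%, limit read from the data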;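 note: 0% = full 14-3-3 plus peptide FRET controls and 100% = background without 14-3-3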
KLK5 inh – human KLK5 protease inhibitors, primary screen, biochemical, 1536-well | AID 873, 2007 | recombinant hK5, fluorogenic AMC substrate cleavage | actives 0.59% (n = 210,000) | Kallikrein-5 (Homo sapiens), Q9Y337 | inhibition, % at 5 µM;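 active = inhibition of 40% or more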;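 note: 0% = enzyme controls without compound and 100% = no-enzyme blanks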
Target sequence (Q9Y337 67-293 limits assumed): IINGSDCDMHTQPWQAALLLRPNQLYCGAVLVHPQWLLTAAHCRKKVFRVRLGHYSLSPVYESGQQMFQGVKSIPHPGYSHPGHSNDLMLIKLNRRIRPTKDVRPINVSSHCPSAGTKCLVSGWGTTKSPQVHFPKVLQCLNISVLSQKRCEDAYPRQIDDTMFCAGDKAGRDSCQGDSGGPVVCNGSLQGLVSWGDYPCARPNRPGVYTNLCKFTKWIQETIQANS
p97 ATPase inh – inhibitors of human p97 ATPase, primary screen, biochemical | recombinant p97 ATPase, Kinase-Glo ATP luminescence, 3 h | inhibition, % at 8 µM | actives 0.42% (n = 220,000) | AID 1481, 2009; in the data active = inhibition above about 15%;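 note: 0% = DMSO vehicle and 100% = wells lacking enzyme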
FXIa inh 1536 – human FXIa protease inhibitors, primary screen, biochemical, 1536-well. Coagulation factor XI (Homo sapiens), P03951. purified FXIa, Boc-Glu-Ala-Arg-AMC fluorogenic substrate. AID 798, 2007. actives 0.14% (n = 220,000). inhibition, % at 5 µM;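 active = inhibition of at least 40%; inactive = inhibition below 40%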;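 note: fluorescence of freed AMC excited at 355 nm; 0% = enzyme without compound and 100% = no enzyme blank; many of its hits are not listed in these tables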
Rad51 HR inh – human RAD51 strand exchange inhibitors, primary screen, biochemical, fluorescence. AID 1385, 2008. hRad51 DNA strand exchange, fluorescence dequenching. inhibition, % at 10 µM. actives 0.085% (n = 200,000);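 active = inhibition above 40% at the single screening dose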;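 note: 0% = DMSO control wells and 100% = blanks with heterologous ssDNA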
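Material: Human Rad51 nucleoprotein filaments preassembled on unlabelled ssDNA | Also added: Labelled 47-mer dsDNA for strand exchange | Dosing: Single dose, 10 µM final compound | Schedule: 30-min compound preincubation and 15-min exchange, both room temperature | Technique: Fluorescence dequenching at 485/520 nm | Measure: Percent inhibition relative to plate controls and blanks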
eIF4E 4G PPI – eIF4E–eIF4G protein interaction inhibitors, primary screen, biochemical, uHTS, TR-FRET, eIF4GI fragment; Eukaryotic translation initiation factor 4E (Mus musculus) + Eukaryotic translation …; TR-FRET eIF4E-eIF4GI(517-606) binding, 2 h; inhibition, % at 21.7 µM; actives 0.37% (n = 220,000);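 active = inhibition above about 30%, limit read from the data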;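 note: 0% = full FRET control wells and 100% = background wells lacking eIF4GI fragment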
Wee1 degr inh – Wee1 degradation inhibitors, primary screen, cell-based, HeLa, Wee1K328M-luciferase, luminescence. actives 1.2% (n = 220,000). reporter increase, % at 5 µM. HeLa Luc-Wee1K328M stability; 100% = proteasome inhibitor MG132 effect. AID 1321, 2008;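 active = activation above the mean of all tested compounds plus 3 SD, set per screening run, cut at about 8.8% in these data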;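 note: cells exposed to compound for 20 h before luminescence read; 0% = DMSO alone and 100% = MG132 at 30 µM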
Numbers without * were called inactive; / = no result given; & = joins results of further samples; [ ] = dose if it differs, or a comment. Rows are unselected; overall some 3.5% were active at least once.

item	smiles	MDM2 E3 inh	FXIIa inh	14-3-3 Bad inh	KLK5 inh	p97 ATPase inh	FXIa inh 1536	Rad51 HR inh	eIF4E 4G PPI	Wee1 degr inh
1	Cc1cc(OC(=O)c2ccccc2Cl)cc(=O)n1C	-23	11	4[fluorescence artefact?]	-6	6	4	/	0[fluorescence artefact?]	-4
2	Cc1ccc2c(c1)c(C)cc(=O)n2CCC(=O)O	-7	17	44	0	3	2	-2	11	0
3	O=C(Nc1ccc(Cl)cc1)c1cccc(N2C(=O)C3C4CCC(C4)C3C2=O)c1 (configuration not stated)	7	13	0[fluorescence artefact?]	-10	6	6	32	6	1
4	CCCN(CCC)CCCNC(=O)C1c2cc(OC)c(OC)cc2C(=O)N(C)C1c1cccs1 (configuration not stated)	-14	6	12[fluorescence artefact?]	-18	1	3	4	-2[fluorescence artefact?]	3
5	O=C(N[C@@H](Cc1ccccc1)C(=O)O)c1ccncc1	/	3	7	-3	8	-2	-2	1	5
6	c1ccc(CSc2nc3ncncc3[nH]2)cc1	-16	12	4	2	6	-4	-10	2	-2
7	O=C(C1=C[C@H](c2csc3ccccc23)C[C@H](OCCCCO)O1)N1CCN(Cc2ccccc2)CC1	/	6	-8	0	-6	0	3	-2	3
8	Cc1ccc(Cn2c(SC3CCOC3=O)nc3ccccc3c2=O)cc1 (configuration not stated)	-6	5	4	-3	1	-5	8	8	4
9	COc1ccc(C(=O)OCC(=O)NCC2CCCO2)cc1 (configuration not stated)	-11	3	-1	-7	5	-8	-5	2	0
10	Cc1ccn2c(C(=O)CSc3ccc(Cl)cc3)c(C)nc2c1	-16	20	7	-25	0	17	-2	-5	-1
11	CCOc1ccc(NC(=O)Cn2c(=O)oc3ccccc32)cc1	-21	-2	-9[fluorescence artefact?]	4	4	-4	-1	0[fluorescence artefact?]	-1
12	COC(=O)c1ccccc1NC(=O)N1CCN(c2ccccc2F)CC1	-9	6	7	-1	-1	1	/	4	-2
13	CN(C)c1ccc(/C=N/NC(=O)c2ccccc2O)o1	-39	3	-22	1	2	-1	23	-4	-1
14	CCc1cn(S(=O)(=O)c2ccccc2OC)nc1N	-36	-2	-7	8	4	-4	-3	11	-2
15	CCOC(=O)c1ccc(N=c2sc(C(=O)OC)cc(=O)n2CCCN2CCOCC2)cc1	-12&-11	13&4	11&-3	0&0	3	5&-1	1&0	3&-17	-1
16	COc1ccc(NC(=S)NCc2cccs2)c(OC)c1	-9	-5	6	-11	-1	-8	-1	-4	5
17	CN1CCN(NC(=O)c2ccccc2F)CC1	2	8	-8[fluorescence artefact?]	-4	3	0	12	-1[fluorescence artefact?]	-2
18	COc1cc(C(=O)O)c([N+](=O)[O-])c(OC)c1OC	-11	9	-9	-2	4	2	8	4	-1
19	CCOc1ccc(S(=O)(=O)NCc2ccncc2)cc1	-22	-16	-6[fluorescence artefact?]	-14	2	0	3	-9[fluorescence artefact?]	-2
20	Nc1nc(NC(=O)CCCC(=O)O)nn1-c1ccccc1	-7	0	0[fluorescence artefact?]	-21	4	-6	5	-13	0
21	C/C=C/C(=O)OCC(=O)Nc1ccc(C)c(S(=O)(=O)N(C)C)c1	-10	5	-5	4	-2	-3	-27	-2	0
22	CC(=O)c1cccc(NC(=O)c2csc(-n3nc(C)cc3C(F)(F)F)n2)c1	-20	21	-13	56*	1	11	-3	-2	3
23	N#Cc1cc(-c2ccccc2)nnc1Oc1ccccc1Cl	9	14	-2[fluorescence artefact?]	6	5	8	-6	3[fluorescence artefact?]	-1
24	COc1ccc(CCNC(=O)Cn2cnc3c(nnn3Cc3ccc(C)cc3)c2=O)cc1OC	/	17	-6	-13	0	8	3	0	1
25	COc1cccc(N2C(=O)c3ccncc3C2=O)c1	0	0	6[fluorescence artefact?]	-1	6	-5	/	-16	4
26	O=C(COC(=O)c1ccc([N+](=O)[O-])o1)c1ccccc1	-5	3	-3[fluorescence artefact?]	-10	4	0	/	0	1
27	NC(=O)NC(=O)COC(=O)c1ccc(Cl)c(S(=O)(=O)N(Cc2ccccc2)c2ccc(Cl)cc2)c1	1	2	1[fluorescence artefact?]	-14	2	1	/	3[fluorescence artefact?]	-1
28	O=C(COC(=O)c1ccc(Br)cc1)Nc1ccccc1Br	-16	10	8	2	-7	3	-9	7	-2
29	O=[N+]([O-])c1ccc(Nc2ccccn2)c([N+](=O)[O-])c1	-5	8	3	5	-4	2	-4	-1	-5
30	CC(C)(C)/C(O)=C/c1nc2ccccc2[nH]c1=O	-14	-4	4	-10	0	-2	3	0	-3

Some of these compounds in order of number of heavy atoms, high to low:
item	smiles	MDM2 E3 inh	FXIIa inh	14-3-3 Bad inh	KLK5 inh	p97 ATPase inh	FXIa inh 1536	Rad51 HR inh	eIF4E 4G PPI	Wee1 degr inh
26	O=C(COC(=O)c1ccc([N+](=O)[O-])o1)c1ccccc1	-5	3	-3[fluorescence artefact?]	-10	4	0	/	0	1
25	COc1cccc(N2C(=O)c3ccncc3C2=O)c1	0	0	6[fluorescence artefact?]	-1	6	-5	/	-16	4
18	COc1cc(C(=O)O)c([N+](=O)[O-])c(OC)c1OC	-11	9	-9	-2	4	2	8	4	-1

Some values from the results shown.
Under FXIa inh 1536, COc1ccc(NC(=S)NCc2cccs2)c(OC)c1 has the entry -8
Under KLK5 inh, COc1ccc(CCNC(=O)Cn2cnc3c(nnn3Cc3ccc(C)cc3)c2=O)cc1OC has the entry -13
Under KLK5 inh, CN(C)c1ccc(/C=N/NC(=O)c2ccccc2O)o1 has the entry 1
Under eIF4E 4G PPI, c1ccc(CSc2nc3ncncc3[nH]2)cc1 has the entry 2

Other entries follow.
item	smiles	MDM2 E3 inh	FXIIa inh	14-3-3 Bad inh	KLK5 inh	p97 ATPase inh	FXIa inh 1536	Rad51 HR inh	eIF4E 4G PPI	Wee1 degr inh
31	N#Cc1cnc(N)c(Br)c1	-20	9	-14	6	8	1	14	-2	11*
32	CCNC(=S)Nc1cc(C)ccn1	-10	9	-26	-25	2	3	3	2[fluorescence artefact?]	-3
33	c1ccc(Oc2nc(N3CCOCC3)nc(N3CCOCC3)n2)cc1	-5	-4	1[fluorescence artefact?]	4	0	2	-5	-14[fluorescence artefact?]	-2
34	Nc1nc(SCC(=O)NCC2CCCO2)[nH]c(=O)c1NC(=O)c1ccco1 (configuration not stated)	-12	7	-4	6	-4	5	-2	1	-2
35	COc1ccc(CNS(=O)(=O)c2ccc(OC)cc2)cc1	-15	19	2	-8	2	8	-2	-2	1
36	COc1cccc(OCc2cc(/C=N/NC(=O)c3nc(Cl)c(Cl)c(N)c3Cl)ccc2OC)c1	-8	4	-8[fluorescence artefact?]	-21	4	5	-2	-22	2
37	COc1cc(CNC(C)(C)CO)ccc1OCC(=O)NC(C)(C)C	13	-2	6	-11	0	-4	11	0	-1
38	NC(=O)CC(NC(=O)Cc1ccc(Br)cc1)c1ccc(N2CCN(c3ccc(F)cc3)CC2)c([N+](=O)[O-])c1 (configuration not stated)	21	5	8	1	/	-1	0	0	/
39	Cc1c(CN2CCCCC2)c(O)n(CCCO)c(=O)c1C#N	-18	10	-12	7	-6	5	-9	1	-1
40	O=C1[C@@H]2[C@@H]3C[C@@H]([C@H]4ON=C(c5ccc(OCc6ccccc6)cc5)[C@@H]34)[C@@H]2C(=O)N1c1ccc2c(c1)OCO2	-1	13	-3	-2	6	5	8	3	1
41	COc1ccc(C2=CSC(/N=C/c3ccc(F)cc3)=NN2)cc1	-20	10	-11	-23	2	-1	-18	-9	2
42	O=C(OCC(=O)N(C1CCCCC1)C1CCCCC1)c1ccncc1	9	-6	-3	-8	-6	-1	/	-1	-2
43	Cc1ccc(C(c2nnnn2Cc2ccccc2)N2CCN(Cc3ccccc3)CC2)cc1 (configuration not stated)	0	9	-6[fluorescence artefact?]	11	8	6	10	-1	0
44	CC(=O)Nc1ccc(NC(=O)c2cccc(-c3cc4ccccc4oc3=O)c2)cc1	-9	10	1	-1	2	-5	6	1	-1
45	Cn1c(SCC(=O)N2CCN(S(=O)(=O)c3ccc(Cl)cc3)CC2)nc2ccccc21	8	15	2	-8	-2	4	1	-19	2
46	Cc1ccc(NC(=O)COC(=O)c2cc(-c3cccs3)nn2-c2ccccc2)cc1[N+](=O)[O-]	5	12	-6	-9	3	5	22	-1	-4
47	CCC(C)(C(=O)NC1CCCCC1)N(C(=O)CC1NC(=O)NC1=O)c1c(C)n(C)n(-c2ccccc2)c1=O (configuration not stated)	4	7	-9	-6	2	-2	22	0	-4
48	C#CCSc1nnc(-c2sc3ccccc3c2Cl)o1	-16	19	-10	9	-9	10	/	2	0
49	O=C(O)CNC(=S)N(Cc1ccccc1F)C1CCCCC1	-13	3	-16	-2	5	-4	16	4	-2
50	CN1CCN(c2ccc([N+](=O)[O-])cc2C(=O)N2CCOCC2)CC1	-10	-4	/	-26	-5	-4	/	/	5
51	Cc1noc(C(=O)NCc2ccccc2)c1Cl	-5	11	1	-13	-1	-1	-3	1	-1
52	COC(=O)c1cc(NC(=O)C23CCC(C)(C(=O)O2)C3(C)C)cc(C(=O)OC)c1 (configuration not stated)	4	13	-7[fluorescence artefact?]	-8	-1	4	4	-2[fluorescence artefact?]	3

Some of these compounds in order of the 14-3-3 Bad inh value, rising:
item	smiles	MDM2 E3 inh	FXIIa inh	14-3-3 Bad inh	KLK5 inh	p97 ATPase inh	FXIa inh 1536	Rad51 HR inh	eIF4E 4G PPI	Wee1 degr inh
49	O=C(O)CNC(=S)N(Cc1ccccc1F)C1CCCCC1	-13	3	-16	-2	5	-4	16	4	-2
39	Cc1c(CN2CCCCC2)c(O)n(CCCO)c(=O)c1C#N	-18	10	-12	7	-6	5	-9	1	-1
47	CCC(C)(C(=O)NC1CCCCC1)N(C(=O)CC1NC(=O)NC1=O)c1c(C)n(C)n(-c2ccccc2)c1=O (configuration not stated)	4	7	-9	-6	2	-2	22	0	-4
40	O=C1[C@@H]2[C@@H]3C[C@@H]([C@H]4ON=C(c5ccc(OCc6ccccc6)cc5)[C@@H]34)[C@@H]2C(=O)N1c1ccc2c(c1)OCO2	-1	13	-3	-2	6	5	8	3	1
44	CC(=O)Nc1ccc(NC(=O)c2cccc(-c3cc4ccccc4oc3=O)c2)cc1	-9	10	1	-1	2	-5	6	1	-1
